ELG1 DNA repair: inhibitors of ELG1-dependent DNA repair in HEK293T cells. HEK293T ELG1-luciferase reporter, luminescence, 16 h; DNA damage induced by 5-fluorouridine. Potency, µM (titrated, usually from 46.1 µM), for inactives: at the top dose activity change, negative = inhibition, most hits filed as inhibitors. 330,000 tested, 2.3% active; further: potency means the concentration at half of the fitted maximal effect; on the % scale 0 is the no-effect control and ±100 the full control effect; nearly all actives have a fitted effect of over 55% in size
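HEK293T cells expressing luciferase-tagged ELG1 (2,000/well) received 5-Fluorouridine plus compound or DMSO for 16 hr at 37 °C. Luciferase was read by ONE-Glo luminescence after 30 min at room temperature.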
Mito fusion act: inhibitors of mitochondrial division or activators of mitochondrial fusion | Potency, µM (titrated, usually from 46.1 µM), without a hit: at the highest dose growth rescue (activation), actives largely listed as activators | AID 485298 | 320,000 tested, 0.23% active | S. cerevisiae fusion-defective mutant growth rescue, CellTiterGlo 48 h;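 further: potency means the concentration at half of the fitted maximal effect; % of control where 0% means no effect; nearly all actives have a fitted effect of over 45% in size; temperature-sensitive fusion mutants such as fzo1-1 at 37 °C on non-fermentable ethanol glycerol medium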
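Luminescent cell viability in 1536-well qHTS format served as the measure of rescued growth in ts fusion-mutant S. cerevisiae cultured on non-fermentable YPEG for 48 hours at 37C.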
USP2a block: USP2a (human) protease inhibition | USP2 core, Ub-CHOP2 coupled fluorogenic reporter, 485/531 | AID 463254 | 330,000 tested, 0.01% active | Potency, µM (series often up to 38.3 µM), inactives show at the top dose activity change, negative = inhibition, usual class: inhibitors | O75604;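 further: potency means the concentration at half of the fitted maximal effect; plate controls were DMSO wells for no effect and full inhibition by NEM control for full effect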
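Deubiquitinase activity read as fluorescence (485/531 nm) after Ub-CHOP2 cleavage activates the enterokinase reporter on its substrate; USP2 core 10nM, Ub-CHOP2 and substrate 25nM each, 30min compound preincubation then 60min RT; data normalized to NEM, curves fitted.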
TCR activator: activators of T cell receptors; 330,000 tested, under 10 active; AID 504894; primary human leukocytes, anti-CD3, IL-2 HTRF, 48 h; Potency, µM (doses to about 9.22 µM), without a hit: at the top dose activation of IL-2 secretion, usual class: activators; further: % of control where 0% means no effect
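Using a-CD3 beads without co-stimulation, primary human leukocytes were exposed to compounds for 48 hr. An HTRF IL-2 kit measured the cytokine, with europium-to-d2 energy transfer producing emission at 665nm upon 320nm excitation.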
BCR signal inh: blocks chronic active B-cell receptor signaling. ABC-DLBCL IkBa-CBG/CBR reporter, luminescence ratio, 4 h. AID 493014. 340,000 tested, 0.05% active. Potency, µM (highest dose often 46.1 µM), inactives show at the highest dose ratio change, negative = lower green/red ratio, actives largely listed as inhibitors; active means well fitted inhibition curve with a large enough effect in the signal ratio, with a control signal flat, not every such curve was filed as active; inconclusive means small, poorly fitted or top-dose-only effect, or effect the other way, or a change in a side signal; the % refers to the signal ratio;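 further: potency means the concentration at half of the fitted maximal effect; plate controls were basal doxycycline-induced cells for no effect and cells given 10 µM MG132 for full effect; MG132 reads +100%, hits lower the ratio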
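TMD8 human ABC-DLBCL cells with doxycycline-inducible IκBα–green luciferase fusion and unfused red luciferase, in 0.5% FBS medium; compounds up to 46 uM, 4 h at 37C. Green/red luminescence ratio, filter-overlap corrected, fitted to concentration-response curves.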
B2AR arrestin: agonists driving beta-arrestin recruitment to human beta2-adrenergic receptor; beta-arrestin recruitment to beta2AR, cell-based reporter; Potency, µM (series often up to 46.1 µM), for the others: at the top dose activation, most hits filed as activators; 330,000 tested, 0.02% active; AID 492947;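 further: potency means the concentration at half of the fitted maximal effect; 0% = DMSO controls and full agonism = EC100 isoproterenol or metaproterenol; nearly all actives have a fitted effect of over 65% in size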
TSHR antag: human thyrotropin receptor antagonism; TSHR-expressing cells, TSH-stimulated cAMP HTRF, 2 h; stronger effect = lower value; 330,000 tested, 0.2% active; P16473; activity change, negative = inhibition, % at 11.5 µM;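 active means activity change below a set negative limit, meaning inhibition stronger than a set level, cut at about -70% in these data; inconclusive means activity change between two set negative limits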; further: on the % scale 0 is the no-effect control and ±100 the full control effect
Target sequence (P16473 whole entry, looked up): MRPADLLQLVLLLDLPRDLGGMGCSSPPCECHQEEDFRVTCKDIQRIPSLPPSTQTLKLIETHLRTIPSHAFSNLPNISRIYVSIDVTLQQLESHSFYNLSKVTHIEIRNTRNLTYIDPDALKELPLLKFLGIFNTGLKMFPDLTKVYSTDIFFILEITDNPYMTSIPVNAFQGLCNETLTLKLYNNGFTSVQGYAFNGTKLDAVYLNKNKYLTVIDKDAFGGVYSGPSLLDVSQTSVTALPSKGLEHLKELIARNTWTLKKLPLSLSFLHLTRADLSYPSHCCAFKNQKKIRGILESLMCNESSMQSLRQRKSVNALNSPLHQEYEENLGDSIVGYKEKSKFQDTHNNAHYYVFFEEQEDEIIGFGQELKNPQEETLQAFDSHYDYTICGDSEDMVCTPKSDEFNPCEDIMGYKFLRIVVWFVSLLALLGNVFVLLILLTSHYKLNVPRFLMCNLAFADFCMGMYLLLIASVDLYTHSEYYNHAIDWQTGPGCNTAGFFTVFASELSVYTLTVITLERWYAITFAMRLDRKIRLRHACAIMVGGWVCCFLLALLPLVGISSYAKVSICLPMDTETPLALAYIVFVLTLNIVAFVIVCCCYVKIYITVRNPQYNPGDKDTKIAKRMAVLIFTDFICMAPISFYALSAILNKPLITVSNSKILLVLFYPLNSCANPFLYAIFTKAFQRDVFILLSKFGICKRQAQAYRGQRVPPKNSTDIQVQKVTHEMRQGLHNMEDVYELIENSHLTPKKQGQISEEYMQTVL
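TSHR-expressing cells, 200/well, pre-treated with compound, then stimulated with EC80 TSH (4nM final) for 2 hours at 37 deg C. cAMP measured by competitive HTRF: anti-cAMP cryptate antibody in lysis buffer plus cAMP-d2, read after 30 minutes at room temperature.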
Tb PFK block: T. brucei PFK enzyme inhibition. T. brucei PFK, ADP-Glo luminescence. AID 485367. Potency, µM (titrated, usually from 57.5 µM), for the others: at the top dose activity, negative = inhibition, usual class: inhibitors. 330,000 tested, 0.17% active;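 further: potency means the concentration at half of the fitted maximal effect; 0% = uninhibited 1x PFK enzyme wells and -100% = no-enzyme wells; nearly all actives have a fitted effect of over 60% in size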
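In TEA buffer at pH 8.0 with 5 mM MgCl2, enzyme (1.25 nM) converted F6P (0.5 mM) and ATP (0.1 mM) for 45 min at room temperature. ADP product was read by luciferase luminescence.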
Eya2 inh: inhibitors of human Eya2 phosphatase activity; O00167; recombinant Eya2, OMFP fluorescence dephosphorylation (OMFP is methylfluorescein phosphate); Potency, µM (highest dose often 76.9 µM), for inactives: at the highest dose activity, negative = inhibition, actives largely listed as inhibitors; 330,000 tested, 0.006% active; AID 488837; further: potency means the concentration at half of the fitted maximal effect; on the % scale 0 is the no-effect control and ±100 the full control effect
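Eya2 (0.2 uM) preincubated 10 min at ambient with compound, then OMFP substrate added at 50 uM; 10 min reaction in 50 mM HEPES pH 7.5, 50 mM NaCl, 5 uM MgCl2, 0.05% BSA, 1 mM DTT. Fluorescence read at Ex 485/Em 525 nm.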
uPA surface inh: blocks generation of uPA at the cell surface | 330,000 tested, 0.31% active | Potency, µM (doses to about 38.3 µM), for the others: at the highest dose activity change, negative = inhibition, actives largely listed as inhibitors | cell surface uPA generation assay, qHTS; active means well fitted inhibition curve with a large enough effect; inconclusive means small, poorly fitted or top-dose-only effect; inactive means no such curve, though single readings can be large or run the other way; tested in mouse RAW 264.7 cells; further: potency means the concentration at half of the fitted maximal effect; on the % scale 0 is the no-effect control and ±100 the full control effect; nearly all actives have a fitted effect of over 55% in size
PTAP TSG101 blk: blocks PTAP/TSG101 interaction to inhibit HIV-1 budding; Q99816; AID 493005; Fluorescence polarization, FITC-PTAP peptide / Tsg101 binding; Potency, µM (series often up to 115 µM), without a hit: at the top dose activity change, negative = inhibition, most hits filed as inhibitors; 340,000 tested, under 10 active; active means well fitted inhibition curve with a large enough effect in the main read-out, with a control signal flat, not every such curve was filed as active; inconclusive means small, poorly fitted or top-dose-only effect, or effect the other way, or a change in a side signal; inactive means no such curve, though single readings can be large or run the other way; further: potency means the concentration at half of the fitted maximal effect; % of control where 0% means no effect
Target sequence (Q99816 whole entry, looked up): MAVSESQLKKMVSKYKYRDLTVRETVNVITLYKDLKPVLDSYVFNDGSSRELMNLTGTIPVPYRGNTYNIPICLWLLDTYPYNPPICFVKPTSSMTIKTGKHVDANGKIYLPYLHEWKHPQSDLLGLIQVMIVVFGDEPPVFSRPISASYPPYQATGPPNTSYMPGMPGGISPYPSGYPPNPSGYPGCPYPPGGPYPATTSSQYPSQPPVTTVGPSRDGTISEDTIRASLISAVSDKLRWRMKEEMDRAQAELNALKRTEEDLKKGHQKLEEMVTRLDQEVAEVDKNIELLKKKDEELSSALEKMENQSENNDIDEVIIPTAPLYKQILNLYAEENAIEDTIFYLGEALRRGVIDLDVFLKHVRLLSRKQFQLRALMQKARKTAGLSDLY
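Steps: Tsg101 binding domain dispensed (10 uM final), compounds pinned in DMSO, FITC-labeled PTAP-motif peptide added (50 nM final); after 20 min binding at room temperature, polarization measured.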
An asterisk follows results filed as active; ? = inconclusive; nt = no result given; [ ] = dose if it differs, or a comment. Unless noted, the call rests on the fitted dose curve; in most records, active means well fitted curve in the direction sought with a large enough effect; inconclusive means small, poorly fitted or top-dose-only effect, or another doubt; inactive means no such curve, though single readings can be large; an effect the other way counts as inactive or inconclusive.

SMILES	ELG1 DNA repair	Mito fusion act	USP2a block	TCR activator	BCR signal inh	B2AR arrestin	TSHR antag	Tb PFK block	Eya2 inh	uPA surface inh	PTAP TSG101 blk
Cc1[nH]n(-c2ccc(Br)cc2)c(=O)c1C=Nc1ccc(S(=O)(=O)Nc2nccs2)cc1	?	-5%	0%	1%[46.1 µM]	13%	-0.5%	-13	0%	-7%	-3%	-3%
O=C(Nc1ccccc1)Nc1ccc2snnc2c1	?	0%	0%	-13%[46.1 µM]	?	0.1%	-13	?	-2%	0%	-6%
COc1ccc(/C(O)=C/C(=O)C(=O)NNC(=O)C(O)(c2ccccc2)c2ccccc2)cc1	-2%	-1%	-1%	10%	-3%	-0.1%	-10	0%	-6%	3%	-2%
O=C(Nc1cccc(Cl)c1)c1nc[nH]c1C(=O)NCc1ccccc1	2%	12%	1%	-1%	?	0.0%	8	-1%	8%	-7%	2%
CCN1C(=O)[C@@H]2[C@H](C1=O)[C@@H]1C(=O)Nc3ccccc3C(=O)N1[C@@H]2c1cccc(Cl)c1	7%	0%	0%	5%	9%	-1.2%	4	0%	14%	5%	-2%
O=C(CSCc1ccccc1)N/N=C/c1cc2c(cc1Br)OCO2	?	5%	1%	17%[46.1 µM]	?	-0.3%	-9	2%	-3%	-2%	0%
S=C(Nc1cccc(Cl)c1)N1CCN(Cc2ccccc2)CC1	7%	8%	-2%	-5%[46.1 µM]	-3%	-0.6%	20	-5%	1%	-3%	-6%
COc1ccccc1-c1c(C)oc2c(CN3CCN(C)CC3)c(O)ccc2c1=O	1%	-4%	1%	12%[46.1 µM]	-6%	-0.2%	-1	-2%	1%	1%	-11%
O=c1[nH]c(-[n+]2ccccc2)c(/C=N/NC([S-])=Nc2ccccc2)s1	0%	-5%	?	-9%	-4%	-0.8%	2	-5%	?	2%	?
S=c1[nH]nc(-c2cc(-c3ccccc3)n[nH]2)n1/N=C/c1ccc(Cl)c(Cl)c1	19%	1%	0%	-1%	?	0.2%	-3	-17%	22%	2%	-2%
CN(c1ccc(C(=O)NCCSCc2ccccc2)cc1)S(=O)(=O)c1ccccc1	1%	5%	0%	-1%	-8%	0.4%	?	3%	6%	4%	-1%
CCOC(=O)/C(C#N)=C(\N)C(C)C(=O)Nc1ccccn1 (configuration not stated)	-5%	0%	1%	-1%	0%	-0.3%	-5	-2%	-6%	2%	0%
Cc1cc(Br)ccc1NC(=O)CNC(=O)CSc1n[nH]c(N)n1	-6%	1%	0%	4%	-4%	-0.3%	-1	2%	-13%	5%	3%
Cn1ncc2c(NNC(=O)c3ccc(Cl)c(Cl)c3)ncnc21	5%	2%	-5%	-1%[46.1 µM]	?	0.5%	1	0%	-5%	-1%	-1%
O=C(NCc1ccco1)c1csc(Nc2ccccc2Cl)n1	-2%	7%	0%	-38%	-3%	0.8%	-7	-3%	6%	-6%	-5%
CCC(CC)NC(=O)Nc1ccccc1C	-4%	-8%	-1%	1%	-1%	-0.9%	-5	0%	8%	-1%	-1%
CCCCOc1ccc(C(CC(=O)NC)C(=O)O)cc1 (configuration not stated)	11%	-4%	8%	7%	8%	-0.4%	1	4%	-31%	4%	-7%
N/C(COc1ccccc1)=N\NC(=O)c1cccnc1Oc1ccccc1	1%	-1%	0%	-1%	6%	0.2%	21	3%	34%	3%	-4%
CCc1ccc2[nH]cc(C(=O)N3CCCCCC3)c(=O)c2c1	-6%	0%	1%	nt	4%	-0.2%	5	0%	-3%	5%	1%
O=C(/C=C/c1ccccc1)N1CCN(c2ccccn2)CC1	?	2%	2%	3%	?	0.2%	-1	-1%	-4%	-4%	-9%
COc1ccccc1OCCNC(=O)C1CC(=O)N(Cc2ccccc2)C1 (configuration not stated)	9%	-1%	-6%	-2%	-5%	-0.3%	14	7%	4%	5%	-5%
COc1cccc(-n2c(N)c(C#N)c3ccc([N+](=O)[O-])cc3c2=O)c1	-25%	0%	2%	1%[46.1 µM]	-5%	-0.1%	2	1%	0%	nt	nt
Cc1ccc2c(c1)N=C(c1ccccc1)CC(C(Cl)Cl)=N2	?	-2%	0%	-8%	?	-0.4%	1	-13%	-26%	-14%	-5%
CC1(C)Cc2ccccc2C(=C(C#N)C#N)N1	-6%	2%	4%	-2%	-12%	-1.1%	-3	5%	2%	-1%	0%
CCOC(=O)C(C(=O)N(C)C)c1ncc(C(F)(F)F)cc1Cl (configuration not stated)	-5%	1%	1%	-13%	-2%	-0.5%	6	-4%	7%	-2%	-2%
Remaining list, next part
SMILES	ELG1 DNA repair	Mito fusion act	USP2a block	TCR activator	BCR signal inh	B2AR arrestin	TSHR antag	Tb PFK block	Eya2 inh	uPA surface inh	PTAP TSG101 blk
CCn1c2ccccc2c2nnc(SCCN3CCCCC3)nc21	-7%	-3%	-2%	1%	10%	0.6%	3	0%	7%	-10%	-5%
Cc1ccc(C(=O)N(Cc2nnc(-c3ccc(Cl)cc3)o2)C2CC2)o1	?	13%	0%	5%	-6%	0.1%	-4	-4%	7%	10%	-10%
CC(=O)c1ccc(NC(=O)CCn2c(=S)oc3ccccc32)cc1	12%	13%	-1%	2%	1%	0.2%	8	-1%	0%	-5%	0%
COCCOC(=O)c1[nH]c2c(c1C)C(=O)CC(c1ccc(OC)cc1)C2 (configuration not stated)	-4%	15%	1%	0%	3%	-0.6%	-9	0%	-5%	0%	-4%
Cc1ccc(-c2cc(C(=O)O)n(-c3ccc(S(N)(=O)=O)cc3)n2)cc1	3%	-4%	0%	-1%	0%	0.0%	17	-12%	-3%	7%	-4%
CCOc1cc(/C=N/NC(=O)c2ccc(-c3csc(Nc4ccc(C)cc4)n3)cc2)ccc1OCC(=O)O	?	-8%	-1%	4%	?	0.2%	-1	?	2%	17%	-5%
CC(=O)Nc1ccc(NC(=O)C2CCN(C(=O)c3ccc([N+](=O)[O-])cc3)CC2)cc1	8%	13%	2%	16%	0%	-0.2%	3	-1%	1%	3%	1%
CC(C)(C)c1ccc(C(=O)N2CCN(CCNC(=O)C(=O)NCc3ccc(Cl)cc3)CC2)cc1	12µM*	5%	1%	1%	-2%	0.4%	-4	-3%	7%	-10%	-6%
CC(C)Cc1nnc(NC(=O)CSc2ncn[nH]2)s1	4%	-4%	3%	16%	?	-0.4%	1	1%	7%	2%	1%
CCOc1ccc2[nH]c(=O)c(CN(CCN3CCOCC3)Cc3nnnn3C(C)(C)CC)cc2c1	9%	3%	-6%	-6%	-4%	-1.1%	1	8%	-3%	0%	-5%
C[C@H]1CC[C@H]2C(=O)N[C@H](Cc3ccccc3)C(=O)N2[C@@H]1c1ccccc1	11%	1%	-1%	6%	4%	-0.3%	4	0%	-7%	2%	nt
CC(C)c1ccc(NC(=O)CSc2nnc(-c3ccccn3)n2C)cc1	-5%	-2%	-2%	-2%	3%	-0.2%	7	0%	3%	-3%	-6%
C/C(=N\NC(=O)CNC(=O)c1cccs1)c1ccc(Cl)c(Cl)c1	6%	-2%	3%	0%	?	-0.3%	-3	-12%	-8%	-4%	1%
Cc1cccc(N2CCN(CC(=O)Nc3nccs3)CC2)c1C	?	7%	-4%	6%	-20%	-0.2%	-2	2%	7%	2%	-5%
CS(=O)(=O)N(CC(=O)N1CCN(Cc2ccccc2)CC1)c1ccc2c(c1)OCCO2	-3%	1%	1%	0%	?	0.0%	-5	-8%	-12%	nt	1%
O=C(Nc1ccccc1)c1cnc(-c2ccccc2)nc1-c1ccccc1	?	-3%	12%	6%	1%	0.0%	?	?	-14%	nt	-3%
Cn1c(CNc2cccc(Cl)c2)nnc1SCC(=O)OC1CCCCC1	-16%	12%	-2%	nt	1%	0.5%	-12	-6%	-4%	3%	-5%
O=C(CCN1C(=O)c2ccccc2C1=O)Nc1ccc(S(=O)(=O)NC2=NCCCCC2)cc1	-12%	-1%	1%	2%	5%	-0.7%	12	-9%	1%	5%	-2%
CCOC(=O)c1cnc(SC)nc1Nc1cccc(F)c1	-15%	6%	1%	-5%	-1%	-0.1%	-12	-3%	2%	nt	-3%
O=C(NNc1ccc([N+](=O)[O-])cc1[N+](=O)[O-])c1ccco1	?	-3%	-8%	3%	15%	-0.5%	-11	-15%	-6%	-5%	-8%
CC[C@]12c3[nH]c4cc(-c5ccco5)ccc4c3CCN1C(=O)[C@@H](CC(=O)NCC13CC4CC(CC(C4)C1)C3)C[C@@H]2C(=O)N1CCN(C(=O)c2ccco2)CC1	-23%	nt	-2%	-2%[46.1 µM]	?	-0.9%	-13	1%	3%	-28%	-4%

Screening data from PubChem.
